Screening results as filed in PubChem BioAssay.
POLK inh = blocks human DNA polymerase kappa activity. purified Pol kappa, fluorescent DNA synthesis assay, 10 min. Potency, µM (top dose mostly 107 µM), for inactives: top-dose activity, negative = inhibition, most hits filed as inhibitors. hit rate 0.53% among 400,000; also: potency is read from the fitted curve at half-maximal effect; % is scaled to controls: 0 for no effect and ±100 for the full control effect
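Kinetic fluorescence screen: compound preincubated 15 min RT with 10 nM enzyme; 50 nM substrate (final) initiates; reads at 0/10 min.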
Pol beta inh = blocks human DNA polymerase beta activity | P06746 | Pol beta primer extension/strand displacement, fluorescence kinetic | Potency, µM (series often up to 114 µM), for inactives: at the highest dose activity change, negative = inhibition, actives largely listed as inhibitors | hit rate 1.3% among 340,000 | AID 485314; also: potency is read from the fitted curve at half-maximal effect; % is scaled to controls: 0 for no effect and ±100 for the full control effect
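Curves were derived by four-parameter Hill fits of normalized qHTS data. The kinetic fluorescent primer-extension read was taken at 0 and 10 min after 50 nM substrate, following a 15 min room-temperature preincubation of 10 nM enzyme with compounds.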
RXFP1 antagonist = blocks the human relaxin receptor RXFP1 | HEK293-RXFP1, relaxin-stimulated cAMP HTRF, 30 min; hits give low values | hit rate 0.59% among 350,000 | Q9HBX9 | activity change, negative = inhibition, % at 57.5 µM | AID 1259400;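 active = activity change of -60% or lower, but not beyond a set lower limit; inconclusive = change between -60% and -40%, or beyond the set limit; inactive = change above -40%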; also: % is scaled to controls: 0 for no effect and ±100 for the full control effect
Pol iota inh = DNA polymerase iota (human) inhibition; Q9UNA4; Pol iota fluorescent replication assay, 10 min; Potency, µM (doses to about 115 µM), without a hit: top-dose activity, negative = inhibition, most hits filed as inhibitors; hit rate 1% among 390,000; AID 588590; also: potency is read from the fitted curve at half-maximal effect
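Pol iota at 10 nM preincubated 15 min with compounds at room temperature; reaction started with fluorescent substrate, 50 nM final. Fluorescence read kinetically at 0 and 10 min; buffer-only wells as negative control.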
POLH inh = inhibitors of human DNA polymerase eta; Q9Y253; recombinant Pol eta, fluorescent DNA replication assay; Potency, µM (series often up to 114 µM), for inactives: top-dose activity change, negative = inhibition, usual class: inhibitors; hit rate 1.2% among 390,000; AID 588591; also: potency is read from the fitted curve at half-maximal effect; % is scaled to controls: 0 for no effect and ±100 for the full control effect
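Fluorescent replication assay: 50 nM final substrate added after a 15 min room-temperature compound preincubation with 10 nM enzyme. Signal taken at 0 min and again at 10 min.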
Tb PGK inh = inhibitors of T. brucei phosphoglycerate kinase; PGK/GAPDH coupled, Kinase-Glo luminescence, 60 min; Potency, µM (top dose mostly 57.5 µM), inactives show at the top dose activity change, negative = inhibition, usual class: inhibitors; hit rate 0.043% among 380,000; AID 602233; also: potency is read from the fitted curve at half-maximal effect; % is scaled to controls: 0 for no effect and ±100 for the full control effect; nearly all actives have a fitted effect of over 60% in size
Target sequence (P07378 whole entry, looked up): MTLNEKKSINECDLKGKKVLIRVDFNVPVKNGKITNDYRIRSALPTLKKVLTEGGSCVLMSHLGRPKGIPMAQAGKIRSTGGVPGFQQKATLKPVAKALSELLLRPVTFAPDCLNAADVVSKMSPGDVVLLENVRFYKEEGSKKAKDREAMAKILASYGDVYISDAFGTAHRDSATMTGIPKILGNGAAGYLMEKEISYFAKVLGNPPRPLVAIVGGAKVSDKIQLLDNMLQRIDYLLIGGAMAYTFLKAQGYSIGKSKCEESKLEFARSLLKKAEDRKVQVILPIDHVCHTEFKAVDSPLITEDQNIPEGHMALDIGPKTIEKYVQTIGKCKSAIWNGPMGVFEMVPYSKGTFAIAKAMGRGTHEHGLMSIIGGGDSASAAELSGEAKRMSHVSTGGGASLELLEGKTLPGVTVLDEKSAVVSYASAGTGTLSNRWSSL
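Recombinant glycosomal PGK reaction used 1,3-bisphosphoglycerate generated in-well by GAPDH (100nM final) in 100mM TEA pH 7.6, 5mM MgCl2, 0.01% Tween-20. After 60 minutes at room temperature, ATP was read by Kinase-Glo Plus luminescence end-point.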
APE1 inh = APE1 (human) endonuclease inhibition; recombinant APE1, TAMRA/BHQ-2 abasic DNA cleavage fluorescence; Potency, µM (series often up to 65.8 µM), without a hit: at the highest dose activity change, negative = inhibition, hits mostly inhibitors; hit rate 0.35% among 350,000;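 also: potency is read from the fitted curve at half-maximal effect; plate controls were vehicle for no effect and reference inhibitor for full effect; nearly all actives have a fitted effect of over 55% in size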
Target sequence (P27695 whole entry, looked up): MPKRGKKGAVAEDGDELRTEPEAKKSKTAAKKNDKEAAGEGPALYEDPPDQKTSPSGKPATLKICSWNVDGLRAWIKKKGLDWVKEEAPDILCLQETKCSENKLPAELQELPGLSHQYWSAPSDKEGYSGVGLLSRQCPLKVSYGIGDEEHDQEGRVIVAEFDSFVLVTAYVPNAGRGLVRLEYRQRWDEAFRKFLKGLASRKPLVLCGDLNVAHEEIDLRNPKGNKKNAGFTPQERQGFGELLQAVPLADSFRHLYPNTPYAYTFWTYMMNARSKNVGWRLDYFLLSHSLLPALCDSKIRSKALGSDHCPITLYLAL
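Endonuclease cleavage of a quenched abasic-site DNA duplex (50 nM) by APE1 (0.75 nM) was tracked by TAMRA dequenching. Compounds were preincubated with enzyme 15 min at room temperature; data normalized to buffer-only and DMSO wells plus NSC13755 control.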
BLM helicase inh = blocks DNA unwinding by human BLM helicase; recombinant BLM DNA unwinding, fluorescence dequenching; Potency, µM (highest dose often 56.1 µM), inactives show at the highest dose activity change, negative = inhibition, most hits filed as inhibitors; hit rate 0.2% among 350,000;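 also: potency is read from the fitted curve at half-maximal effect; plate controls were vehicle for no effect and no enzyme for full effect; nearly all actives have a fitted effect of over 35% in size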
Anesthetic bind = binds horse apoferritin like a general anesthetic; AID 485281; hit rate 0.074% among 350,000; Potency, µM (doses to about 77.5 µM), inactives show top-dose activity change, negative = displacement, hits mostly inhibitors; apoferritin/1-aminoanthracene competitive binding, fluorescence; P02791; also: potency is read from the fitted curve at half-maximal effect; % is scaled to controls: 0 for no effect and ±100 for the full control effect; nearly all actives have a fitted effect of over 20% in size
Target sequence (P02791 2-175 limits assumed): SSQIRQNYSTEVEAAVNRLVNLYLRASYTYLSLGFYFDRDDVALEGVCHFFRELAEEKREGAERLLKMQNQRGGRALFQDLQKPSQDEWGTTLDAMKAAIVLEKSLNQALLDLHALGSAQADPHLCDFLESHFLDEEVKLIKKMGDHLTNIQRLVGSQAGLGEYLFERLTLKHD
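10 uM apoferritin + 50% sat. 1-AMA, PBS; cpd 10 min RT; Ex380/Em535 endpoint; normalized to free probe vs complex; 4-param Hill fit; propofol titration as pos. ctrl.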
* marks the source's active call; other numbers are inactive results; i = inactive; ? = inconclusive; / = no result given; [ ] = remark or other dose. Unless noted, calls follow the shape of the dose curve; as a rule, active = well fitted curve in the direction sought with a large enough effect; inconclusive = small, poorly fitted or top-dose-only effect, or another doubt; inactive = no such curve, though single readings can be large; an effect the other way counts as inactive or inconclusive. This is a subset; rates above refer to the full screens.

SMILES	POLK inh	Pol beta inh	RXFP1 antagonist	Pol iota inh	POLH inh	Tb PGK inh	APE1 inh	BLM helicase inh	Anesthetic bind
CN1CCN(C(=O)c2cnn3c(C(F)(F)F)cc(-c4cccs4)nc23)CC1	-6%	14%	0	8%	-5%	-7%	6%	-5%	13%
Cn1c(Cc2nc(-c3cnccn3)no2)nnc1SCC(=O)Nc1ccccc1	5%	6%	14	17%	-12%	0%	3%	3%	7%
CC1Cc2ccccc2N1C(=O)c1cc2sccc2n1Cc1ccccc1 (stereo not given)	-5%	3%	-7	9%	-11%	16%	?	-7%	4%
CCC1(c2ccc(O)cc2)NC(=O)NC1=O (stereo not given)	12%[60.1 µM]	/	/	/	/	/	0%	-3%	0%
S=C(NCCc1ccccc1)NC1CC2CCC(C1)N2Cc1ccccc1 (stereo not given)	2%	-14%	-20	137%[activator]	-19%	1%	2%	-3%	-11%
O=C(Cc1c(Cl)cccc1Cl)N1CCN(S(=O)(=O)c2cccs2)CC1	4%	/	9	1%	-2%	-1%	-5%	/	/
CC(C)c1ccc(N(CC(=O)NC2CCCCC2)C(=O)CCC(=O)Nc2ccccn2)cc1	-3%	29%	13	123%[activator]	-4%	-8%	-22%	-2%	1%
CN(C)C=Nc1nonc1-c1ncn[nH]1	-3%	24%	3	-7%	-2%	-2%	0%	0%	-7%
Cc1ccc(NC(=S)NCCc2ccccc2)c(C)c1	-2%	-8%	15	21%	-4%	-1%	0%	0%	-2%
COc1ccc(-c2nc3sc(CCNC(=O)C(=O)Nc4ccc(OC)c(OC)c4)c(C)n3n2)cc1	-6%[60.1 µM]	23%	2	5%	8%	3%	/	-4%	-4%
C[C@@H]1COC(=O)CCC/C=C\C[C@@H](CC(=O)N(CCO)Cc2ccccc2)C(=O)N1	3%	/	/	10%	-13%	0%	-13%	/	/
Cc1ccc(S(=O)(=O)Nc2nc3ccccc3nc2NCc2ccco2)cc1	-16%	1%	5	?	-28%	/	-8%	-1%	-9%
COc1ccc(S(=O)(=O)N(CCc2ccccc2)CC(=O)O)cc1OC	-8%	31%	-3	8%	-8%	-7%	12%	-3%	-9%
CCN(C(=O)COC(=O)c1ccc2ccccc2n1)c1c(N)n(Cc2ccccc2)c(=O)[nH]c1=O	3%	/	-9	9%	-10%	i	18%	/	/
CCOc1ccc(/C=C2\SC(=S)N(CCC(=O)N(CCO)c3ccccc3)C2=O)cc1	-4%	?	-10	18%	-7%	-8%	-14%	-8%	?
Cc1[nH]c2ccccc2c1/C=N/NC(=O)C1CC1(c1ccccc1)c1ccccc1 (stereo not given)	-11%	4%	20	3%	-17%	-7%	-2%	-16%	-10%
COC(=O)CSc1nnc(-c2ccccc2O)n1-c1ccc(C)cc1	-16%	8%	0	11%	7%	3%	3%	-5%	-23%
CCS(=O)(=O)N1CCc2cc(C(=O)NC(C)c3ccccc3)ccc21 (stereo not given)	-3%	-12%	/	10%	-9%	-8%	/	-3%	-13%
CC(=O)c1cc2c(cc1NC(=O)C1CN(C(C)=O)c3ccccc3O1)OCO2 (stereo not given)	-4%	/	-7	57%[activator]	-20%	1%	-7%	/	/
Cc1ccc(C(=O)NCC(=O)OC(C)C(=O)Nc2ccc(N(C)C)cc2)s1 (stereo not given)	4%	2%	-8	11%	-3%	-7%	13%	-4%	-4%
COc1cc2c(C#CCO)c(-c3ccc(C#N)cc3)oc(=O)c2cc1OC	7%	/	/	37%	-17%	-1%	13%	/	/
O=C(Nc1ccc(-n2ccc(C(F)(F)F)n2)cc1)Nc1cccc(Cl)c1	/	-1%	/	/	/	/	-3%	-8%	?
COc1ccc(OCc2nc(N)nc(Nc3cccc(C)c3C)n2)cc1	-11%	26%	-6	11%	-11%	-7%	-1%	0%	-17%
Cc1cc(-c2cc(-c3ccc(Cl)cc3)on2)nc(NCC2CC2)n1	-20%	-16%	/	18%	-18%	-2%	-5%	0%	1%
CC(Sc1nnnn1C)C(=O)NC1CCCC1 (stereo not given)	-11%	/	-3	102%[activator]	-14%	-4%	31%	/	/
O=C(NCCCCc1ccccc1)c1cccc(NC(=O)c2ccccc2)c1	-1%	/	/	-10%	-10%	i	/	/	/
O=C1CC(c2ccccc2)n2nc(NC(=O)c3cccnc3)nc2N1 (stereo not given)	/	-1%	/	/	/	/	2%	-1%	-7%
O=C1NC(CCc2ccccc2)C(=O)N1Cc1ccccc1Cl (stereo not given)	-4%	-4%	/	19%	-4%	-2%	2%	0%	-4%
CCN(CC)CCN(C(=O)c1ccc2c(c1)CCCC2)c1nc2ccc(C)cc2s1	-5%	7%	?	35%[activator]	-12%	-2%	6%	-7%	-5%
CCCOc1ccc(N2C(=O)CC(N3CCC(C(=O)OCC)CC3)C2=O)cc1 (stereo not given)	10%	27%	3	33%[activator]	2%	-1%	15%	-1%	-13%
O=C(CCNS(=O)(=O)c1ccc(F)c(Cl)c1)NCc1ccccc1F	-8%	/	3	18%	-17%	-7%	1%	/	/
Cc1ccccc1-c1nc(-c2cccnc2)no1	-4%	2%	-5	7%	-1%	1%	0%	-1%	-9%
Cn1c(N)c(C(=O)Nc2ccc(-c3ccccc3)cc2)sc1=S	-10%	13%	-3	?	-6%	i	?	5%	1%
CC1CCN(c2ccc(-c3cccc(NC(=O)C(F)(F)F)c3)nn2)CC1	-6%	12%	-13	26%	-9%	i	-4%	-1%	-2%
CCCOc1cc(C)c(S(=O)(=O)N2CCOCC2)cc1C	/	4%	/	/	/	/	?	-3%	-3%
CCOc1ccc(S(=O)(=O)N2CN3CCN(C3)C2)cc1	-11%	16%	-4	163%[activator]	-21%	1%	12%	-3%	8%
Cc1cccn2c(=O)c3cc(C(=O)NC4CCS(=O)(=O)C4)n(Cc4ccccc4)c3nc12 (stereo not given)	-2%	8%	2	0%	-9%	-10%	0%	-3%	2%
CC(C)NC(=O)c1nc2c(nnn2Cc2cccc(Cl)c2)c(=O)[nH]1	-1%	?	3	-11%	1%	-3%	-2%	0%	-1%
COC(=O)c1ccccc1NC(=O)c1c(Br)cnn1C	-4%	3%	8	14%	-17%	-7%	?	2%	-15%
CCN(C(=O)COC(=O)c1c(C)nn(-c2ccccc2)c1C)C1CCS(=O)(=O)C1 (stereo not given)	-9%	2%	1	27%	-18%	-12%	21%	0%	0%
COCCCNS(=O)(=O)c1cc(-c2onc(C)c2C)ccc1OC	-7%	-7%	5	11%	-10%	i	/	-8%	-3%
O=C1N=c2ccccc2=C1c1sc(=S)n(CC2CCCO2)c1O (stereo not given)	-4%	1%	6	5%	1%	-16%	-2%	2%	-21%
COc1cccc(NC(=O)CSc2nnc(Cc3ccc(OC)c(OC)c3)o2)c1	-3%	22%	1	90%[activator]	-18%	2%	43%	1%	-5%
Cc1ccc(CNC(=O)C2CCN(c3nnc(N4CCCC4=O)s3)CC2)cc1	-8%	-27%	0	-5%	-8%	8%	39%	1%	-10%
CCNC(=O)NC(=O)C(C)OC(=O)c1oc2ccccc2c1CSC1CCCCC1 (stereo not given)	-10%	42%	/	41%[activator]	-24%	0%	0%	-2%	-3%
CCc1c(C)c2cc3c(c(C)c2oc1=O)OCN(CCc1ccc(OC)c(OC)c1)C3	13%	-7%	1	-3%	0%	0%	/	-1%	/
COc1cc(OC)c(NC(=O)CS(=O)(=O)Cc2nc(-c3ccc(C)cc3)oc2C)cc1Cl	-2%	22%	7	-5%	-8%	-3%	-9%	2%	-6%
CCOc1ccccc1NC(=O)C1CCN(S(=O)(=O)c2ccc3[nH]c(=O)oc3c2)CC1	15%	17%	-26	-14%	-20%	9%	/	-2%	-12%
Cc1cccc(C(=O)Nc2sc3c(c2C(=O)NC(C)C)CCCC3)c1	-8%	31%	-8	4%	-16%	15%	/	-3%	81%[activator]
Cc1ccc(S(=O)(=O)NCCN2CCOCC2)c(C)c1	-12%	4%	6	4%	0%	7%	-7%	-4%	1%

Grouped by structure: the compounds so far with a CF3 group (3)
SMILES	POLK inh	Pol beta inh	RXFP1 antagonist	Pol iota inh	POLH inh	Tb PGK inh	APE1 inh	BLM helicase inh	Anesthetic bind
CN1CCN(C(=O)c2cnn3c(C(F)(F)F)cc(-c4cccs4)nc23)CC1	-6%	14%	0	8%	-5%	-7%	6%	-5%	13%
O=C(Nc1ccc(-n2ccc(C(F)(F)F)n2)cc1)Nc1cccc(Cl)c1	/	-1%	/	/	/	/	-3%	-8%	?
CC1CCN(c2ccc(-c3cccc(NC(=O)C(F)(F)F)c3)nn2)CC1	-6%	12%	-13	26%	-9%	i	-4%	-1%	-2%

Next compounds follow.
SMILES	POLK inh	Pol beta inh	RXFP1 antagonist	Pol iota inh	POLH inh	Tb PGK inh	APE1 inh	BLM helicase inh	Anesthetic bind
COc1ccc(C2CC(=O)C3=C(C2)Nc2ccccc2NC3c2coc3ccccc3c2=O)cc1OC (stereo not given)	1%	-3%	5	-12%	-16%	-1%	3%	0%	0%
COc1ccc(C(C)=O)cc1COC(=O)CNC(=O)C1CCCCC1	-9%	/	12	27%	-15%	-7%	1%	/	/
Cc1nn2cc(-c3ncc(C(F)(F)F)cc3Cl)cnc2c1Br	-12%	-1%	4	107%[activator]	-9%	-9%	-1%	1%	-2%
O=C(NCCc1ccccn1)c1cc(-c2ccc(Cl)cc2)nc2ccccc12	-8%	-28%	0	-7%	-15%	i	-3%	-2%	-16%
O=C(Cc1n[nH]c(=O)[nH]c1=O)N/N=C/c1c(O)ccc2ccccc12	-15%	-1%	-32	68%[activator]	-4%	i	4%	4%	-12%
COc1ccc(OC)c(NC(=O)c2c(NC(=O)CNCc3ccco3)sc3c2CCC3)c1	-8%	-1%	-6	13%	-14%	-1%	-3%	-2%	-20%
O=C(N/N=C/c1cccnc1)c1ccc([N+](=O)[O-])cc1Cl	4%	35%	2	?	-2%	/	-3%	-1%	-7%
O=c1[nH]c2ccccc2nc1-c1ccccc1	-16%	7%	2	7%	-3%	5%	0%	-6%	25%
